# GPR7 antag: blocks human GPR7 receptor signaling; GPR7-expressing cells, fluorescence antagonist assay; P48145; 290,000 compounds, 1.1% hits; inhibition, % at 4.4 µM; in the data active means inhibition above about 16%, passing the limit was not always enough;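 further: cells stimulated with the agonist NPW; 0% = agonist with vehicle and 100% = vehicle without agonist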
# Target sequence (P48145 whole entry, looked up): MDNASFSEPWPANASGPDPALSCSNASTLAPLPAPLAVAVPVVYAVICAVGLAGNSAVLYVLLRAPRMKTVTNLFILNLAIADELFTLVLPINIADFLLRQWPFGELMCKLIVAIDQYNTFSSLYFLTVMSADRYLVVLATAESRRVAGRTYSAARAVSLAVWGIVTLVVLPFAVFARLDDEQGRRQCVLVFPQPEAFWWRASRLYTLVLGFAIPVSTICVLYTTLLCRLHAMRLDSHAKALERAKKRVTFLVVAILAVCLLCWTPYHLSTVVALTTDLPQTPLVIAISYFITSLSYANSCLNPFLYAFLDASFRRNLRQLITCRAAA
# V1aR counter: activates human V1a receptor in oxytocin agonist counter-screen; P37288; activation, % at 3 µM; 320,000 compounds, 0.25% hits; AID 2797; CHO-V1R cells, Fluo-8 calcium fluorescence, agonist mode; 0% DMSO, 100% 3 nM vasopressin;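 active means activation above the mean activation of all tested compounds plus 3 SD, per screening run, cut at about 20% in these data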;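 further: signal is peak over basal fluorescence ratio across a 100 second FLIPR read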
# OXTR potentiate: human OXTR potentiation | CHO-OTR cells, Fluo-8 calcium fluorescence, potentiator mode; 0% = oxytocin EC15, 100% = EC100 | activation, % at 3 µM | 320,000 compounds, 0.061% hits | AID 2445;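 active means activation above that plate's cutoff, the mean activation of tested compounds plus 3 SD, cut at about 6.6% in these data, passing the limit was not always enough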;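 further: 100% uses oxytocin at 75 nM as the full agonist control; some results filed as inactive read as strong as hits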
#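 Measured by – Fluo-8 calcium dye fluorescence · Test system – human OTR in CHO cells · Dosing – one concentration, 3.0 µM compound · Controls – EC15 oxytocin alone as 0%, 75 nM oxytocin as 100% · Evaluation – normalized max/min fluorescence ratio, % activation · Timing – 6 min pre-incubation, 100 s read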
# TAAR1 antag: human TAAR1 antagonism. inhibition, % at 3 µM. CHO RD-HGA16 TAAR1, Fluo-8 calcium fluorescence, antagonist. 360,000 compounds, 1.5% hits. Q96RJ0;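 active means inhibition above a per-plate cutoff, the mean inhibition of test compounds on that plate plus 3 SD, cut at about 49% in these data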;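 further: 0% = DMSO plus EC80 beta-PEA response and 100% = DMSO alone without agonist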
# Target sequence (Q96RJ0 whole entry, looked up): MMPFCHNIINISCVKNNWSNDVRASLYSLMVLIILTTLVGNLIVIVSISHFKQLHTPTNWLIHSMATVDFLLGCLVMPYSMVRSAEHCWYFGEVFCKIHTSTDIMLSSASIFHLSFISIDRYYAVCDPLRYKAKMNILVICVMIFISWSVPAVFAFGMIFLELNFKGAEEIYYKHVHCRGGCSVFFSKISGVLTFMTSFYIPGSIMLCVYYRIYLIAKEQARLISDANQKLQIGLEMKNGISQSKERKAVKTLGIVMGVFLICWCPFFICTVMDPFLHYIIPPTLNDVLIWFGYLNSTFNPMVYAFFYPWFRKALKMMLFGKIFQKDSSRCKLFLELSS
#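 Material: RD-HGA16 CHO cells with stable hTAAR1 and Gα16; Dosing: single nominal final test compound concentration of 3 µM; Schedule: seeding 17-24 h prior, 75-min 37 °C, 30-min RT dye loading; Detection: kinetic Fluo-8 calcium fluorescence measurement; Measure: % inhibition from peak post-agonist over basal fluorescence ratio; Benchmarks: vehicle and agonist controls.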
# CHO parental Ca: counter-screen: ATP calcium response change in parental CHO cells; parental CHO-K1, ATP-induced calcium, Fluo-8 fluorescence; inhibition, % at 5.6 µM; 330,000 compounds, 0.63% hits; AID 463079;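 active means inhibition above that plate's mean sample inhibition plus 3 SD, cut at about 26% in these data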;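 further: 0% = ATP-challenged DMSO wells and 100% = DMSO wells without ATP; some compounds past the cut are filed as inactive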
#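 Test system: untransfected parental CHO cell line; also added: ATP stimulus; dosing: 5.6 µM, single dose; signal: calcium-sensitive Fluo-8 fluorescence; measure: percent inhibition of ATP-evoked calcium rise, normalized to controls; benchmarks: low control ATP plus DMSO, high control DMSO only; replication: one well per compound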
# CHO-K1 Ca PAM: M1 PAM counterscreen hit in parental CHO-K1 cells | 360,000 compounds, 0.02% hits | ATP EC20, Fluo-8 calcium fluorescence; 0% at ATP EC20, 100% at ATP max | activation, % at 3 µM;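 active means activation above the run cutoff, the mean activation of all test compounds plus 3 SD, cut at about 40% in these data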;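 further: peak over basal fluorescence ratio in a 140 s read after ATP addition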
# OXTR agonist: activates the human oxytocin receptor | activation, % at 3 µM | AID 2435 | P30559 | 320,000 compounds, 0.32% hits | CHO-OTR cells, Fluo-8 calcium fluorescence; normalized: DMSO 0%, oxytocin 100%;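 active means activation above the mean of all tested compounds plus 3 SD, cutoff set per screening run, cut at about 20% in these data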;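 further: peak over basal fluorescence ratio from a 100 s FLIPR kinetic read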
# CHO-K1 Ca antag: counter-screen for M1 antagonists: effect in parental CHO-K1 cells; 360,000 compounds, 0.6% hits; ATP-induced calcium, Fluo-8 fluorescence; inhibition, % at 3 µM; AID 602250;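 active means inhibition above a per-plate cutoff, the plate's mean sample inhibition plus 3 SD, cut at about 24% in these data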;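 further: 0% = DMSO plus EC80 ATP and 100% = DMSO alone without ATP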
# CHO-K1 Ca ag: M1 agonist counterscreen hit in parental CHO-K1 cells; Fluo-8 calcium fluorescence; scaled to maximal ATP response, vehicle zero; activation, % at 3 µM; 360,000 compounds, 0.48% hits; AID 602248; in the data active means activation above about 15%;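 further: untransfected CHO-K1 host cells lacking M1 receptor as counterscreen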
# * = called active by the depositor; . = not tested or not shown.
SMILES,GPR7 antag,V1aR counter,OXTR potentiate,TAAR1 antag,CHO parental Ca,CHO-K1 Ca PAM,OXTR agonist,CHO-K1 Ca antag,CHO-K1 Ca ag
Cc1ccc(C)c(OCCC(=O)NCCc2ccc(F)cc2)c1,7,0.7,-2,-25,-7,2,-1.5,-12,0.6
CCOc1ccccc1NC(=O)COc1ccc2ccc(=O)oc2c1,-3,0.1,-5,9,-8,3,1.5,5,-0.6
CC(C)(C)c1ccc(OCC(O)CS(=O)(=O)c2ccccn2)cc1 (stereo unspecified),6,3.9,-9,12,-5,16,2.9,-23,6.0
Cc1ccc(CN(c2ccc(C(=O)NCC3CCCO3)cc2)S(C)(=O)=O)cc1 (stereo unspecified),0,1.9,-2,-22,-5,20,6.1,-7,2.6
CCOC(=O)Nc1sc(C)nc1-c1ccccc1,1,-0.4,-4,-10,-13,4,-1.2,-19,0.2
C/C(=N\Nc1nc2c(s1)CCCC2)c1ccc(Cl)cc1,-12,-1.1,-8,-5,-16,1,-0.9,-7,-0.4
O=C(/C=C/c1ccco1)NCC1CCCO1 (stereo unspecified),-1,0.2,-10,1,2,12,0.2,-9,0.3
CC(=O)c1ccc(-n2nncc2C(C)(C)C)cc1,3,0.0,4,9,-9,-4,0.1,-16,0.1
CC(=O)c1cc(F)c(N2CCN(C(=O)Cc3ccccc3)CC2)cc1C,12,11,-17,24,36,-2,14,16,6.9
Cc1occc1C(=O)N/N=C/c1ccccn1,-6,-0.5,-13,-16,-5,3,-0.1,6,0.3
COc1cccc(CN(C)CC(=O)Nc2c(C)cccc2C(C)C)c1,6,0.4,-4,-4,-13,-7,-1.2,-4,2.4
O=C(COC(=O)Cc1c(Cl)cccc1Cl)Nc1ccc2[nH]c(=O)[nH]c2c1,.,0.7,-12,21,-4,-20,0.2,7,0.7
CCOc1ccccc1-n1c(SC(C)C(=O)NCC2CCCO2)nc2ccccc2c1=O (stereo unspecified),.,-0.3,3,11,-23,-15,-0.8,-1,-0.3
C=CCc1cccc2cc(C(=O)Nc3ccc(NC(C)=O)cc3)c(=O)oc12,-2,0.8,1,-16,-12,12,1.1,-5,1.4
CCOC(=O)C/C(N)=N/NC(=O)c1ccc(Cl)cc1Cl,-18,0.5,-9,8,-13,19,-1.0,-10,-0.4
C#CCOCCOCCOCCNc1nc(N2CCN(C(=O)[C@H](CCC(=O)O)n3cc(C(N)CO)nn3)CC2)nc(N2CCN(C(=O)[C@H](Cc3cc4ccccc4[nH]3)n3cc(C(N)[C@H](C)CC)nn3)CC2)n1 (stereo partly specified),-13,0.9,-4,.,-2,5,1.9,-16,0.2
COc1ccc(CN2CCN(C(=O)CC(C)C)CC2)c(OC)c1OC,1,1.6,-23,14,-12,14,0.0,-7,0.2
CC1CN(C(=O)CCC(=O)N2CCN(c3cccc(C(F)(F)F)c3)CC2)c2ccccc2O1 (stereo unspecified),0,5.2,-11,-12,-5,-5,3.0,-2,7.6
Cn1nc(C(=O)OCC(=O)Nc2ccc(F)cc2Cl)c2ccccc2c1=O,.,-0.3,-5,-13,-9,12,8.7,-15,0.6
CC(C)(C)c1ccc(OCCNC(=S)NC(=O)c2cccnc2)cc1,0,0.5,-8,1,-16,-16,-1.8,18,-0.5
CCOC(=O)CN(C(=O)CN1CCOCC1)c1ccc(Br)cc1,1,-0.5,-1,-5,3,-8,0.2,18,-0.1
COc1ccc(OC)c(NC(=O)C2(C)CCN2Cc2ccccc2OC(F)F)c1 (stereo unspecified),.,.,.,36,.,32,.,-18,1.6
Cc1cccc(NC(=O)CSCC(=O)Nc2cc(C(F)(F)F)ccc2N2CCOCC2)c1,.,.,.,7,.,7,.,0,3.8
CC[C@]12c3[nH]c4ccccc4c3CCN1C(=O)C(CC(=O)NCc1ccco1)C[C@@H]2C(=O)N1CCN(C(=O)C2CC2)CC1 (stereo partly specified),.,1.4,8,4,-3,13,0.8,-8,0.3
Cc1ccc2cc(C(c3nnnn3C3CCCC3)N3CCOCC3)c(=O)[nH]c2c1C (stereo unspecified),-12,-0.3,-1,-10,-5,13,-0.6,-11,0.2
# Next section
SMILES,GPR7 antag,V1aR counter,OXTR potentiate,TAAR1 antag,CHO parental Ca,CHO-K1 Ca PAM,OXTR agonist,CHO-K1 Ca antag,CHO-K1 Ca ag
O=[N+]([O-])c1cc([N+](=O)[O-])c(Oc2ccc(F)cc2F)cc1NN1CCCCC1,-1,0.1,10,9,-13,18,-0.3,-13,1.2
CC1=C(C(=O)OC(C)C)C(c2cccnc2)C2=C(CC(C)(C)CC2=O)N1 (stereo unspecified),-16,-0.5,-2,-8,-10,8,-1.5,-15,-0.2
CCCCn1c(N)c(N(CCOC)C(=O)CC2CCCCC2)c(=O)[nH]c1=O,.,.,.,-6,.,6,.,1,0.3
CN(C)c1ccc(-c2ccnc3c2CC(C)(C(=O)Nc2cccc(Oc4ccccc4)c2)O3)cc1 (stereo unspecified),.,.,.,-25,.,2,.,-10,0.2
CCCn1c(=S)[nH]c2sc3c(c2c1=O)CCCC3,0,-0.4,-8,-5,-10,-12,-0.9,-3,-0.4
Cc1ccccc1C(=O)N1CCC(C(=O)N(CC(C)C)c2c(N)n(Cc3ccccc3)c(=O)[nH]c2=O)CC1,.,-0.8,-7,-3,4,-15,0.4,1,0.1
O=C(COC(=O)c1ccc(O)cc1O)Nc1ccc(Cl)cn1,-7,1.8,-6,-3,-8,2,-0.1,-12,1.2
Cc1cccc(CC2SC(N3CCN(c4ccccc4)CC3)=NC2=O)c1 (stereo unspecified),-7,-0.8,-3,-4,-5,8,-1.6,-9,0.7
CN(C)S(=O)(=O)c1ccc(NC(=O)Cc2ccc(S(=O)(=O)N3CCOCC3)s2)cc1,-2,0.9,1,3,-7,6,1.5,-4,0.4
Cc1cc2oc(=O)cc(-c3ccccc3)c2c(C)c1-c1ccc(O)cc1,.,.,.,-2,-5,-7,.,0,0.6
CC(C)(C)N(Cc1ccccc1)C(=O)COC(=O)CCN1C(=O)C2CC=CCC2C1=O (stereo unspecified),.,.,.,-31,.,-4,.,-4,3.4
CC1CCc2nc(NC(=O)C3CCCO3)sc2C1 (stereo unspecified),1,0.1,-2,-3,-12,-10,0.2,-11,-0.3
Cc1c(NC(=O)c2ccc(S(=O)(=O)N3CC(C)OC(C)C3)cc2)c(=O)n(-c2ccccc2)n1C (stereo unspecified),-5,0.3,2,-10,-4,-8,0.4,32*,12
Cc1nnc(N2CCOCC2)c2nn(-c3ccccc3)c(C)c12,-10,-1.5,0,-6,-5,18,0.0,-7,-0.5
CCNC(=O)C1(C)CCCN1C(=O)c1cc(OC)c(OC)c(OC)c1 (stereo unspecified),.,.,.,3,.,10,.,-16,0.6
O=C(C1CCN(Cc2ccc(F)cc2)CC1)N1CCN(C/C=C/c2ccccc2)CC1,-13,2.0,-18,4,1,29,2.5,-12,2.4
Cc1cccc(NC(=O)COC(=O)c2ccc3c(c2)OCO3)c1C,-8,0.0,-16,-3,-2,21,-0.7,-16,1.2
CC1(C)Oc2ccc3ccc(=O)oc3c2/C(=C/O)C1=O,-8,0.0,-3,-15,-14,-8,0.5,3,-0.2
CCOc1cc(N2CCOCC2)c(OCC)cc1NC(=O)COC(=O)c1ccc(Cl)nc1,.,0.1,-7,-3,-10,7,0.1,-11,0.7
C[C@H]1CN([C@@H](C)CO)C(=O)CCCn2cc(nn2)CO[C@@H]1CN(C)C(=O)Nc1ccc2c(c1)OCCO2,.,.,.,-8,.,-9,.,5,0.0
CCCSCCCNC(=O)c1ccc(NC(=O)C2=CSCCO2)cc1,-15,3.6,-8,-15,-2,15,1.1,-15,2.4
Cc1ccc(OCC(=O)NCCO)cc1C,-16,0.5,-10,-6,-4,6,0.6,1,3.1
COC(=O)CC1C(=O)NCCN1C(=S)Nc1cccc(C(F)(F)F)c1 (stereo unspecified),2,-0.4,-13,25,3,-3,-0.8,4,0.2
O=C(CN1C(=O)NC2(CCCC2)C1=O)OCc1cccc(Br)c1,.,-0.1,-4,1,-27,11,-2.1,-16,2.2
O=C1c2ccccc2C(=O)N1CCCc1nc2ccccc2c(=O)n1Cc1ccco1,-8,1.1,-7,40,-24,15,2.4,-7,0.4
O=C(COC(=O)c1cccs1)Nc1nnc(-c2ccccc2)o1,.,-0.5,-10,-4,-2,19,-0.2,-6,1.8
CCC(C)c1ccc(NC(=O)c2cnn3c(C(F)F)cc(C)nc23)cc1 (stereo unspecified),-12,-0.3,-7,2,-27,16,-0.6,-13,0.1
COC(=O)c1ccc(NC(=O)C2CCCN2S(=O)(=O)c2ccc(C)cc2)cc1 (stereo unspecified),-3,3.5,0,4,1,19,0.3,-6,2.9
O=C(CSc1n[nH]c(=O)n1C1CC1)c1ccc(F)cc1,-11,0.9,-11,-10,-3,2,-0.9,5,0.7
COc1ccc(/C=C2\N=C(c3ccccc3)NNC2=O)cc1,-5,-0.3,-1,-29,-6,-1,-0.7,-1,0.5

# Source: PubChem BioAssay (The Scripps Research Institute Molecular Screening Center)
